# HTT aggregate = reduces HttQ103-GFP aggregates in PC12 cells. PC12 HttQ103-GFP aggregates, Acumen cytometry, 40 h. Potency, µM (doses to about 46.1 µM), for the others: at the top dose activity change, negative = inhibition, usual class: inhibitors. hit rate 1.1% among 220,000. AID 1688; further: on the % scale 0 is the no-effect control and ±100 the full control effect; nearly all actives have a fitted effect of over 60% in size
#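 PC12 cells stably carrying ecdysone-inducible HTT exon 1 Q103–GFP were induced with tebufenozide (100 nM final) and treated with library compounds in titration. GFP aggregates in lysates were counted by laser scanning cytometry.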
# HTT cytoprotect = cytoprotection in Huntington HTT-Q103 PC12 cell model; PC12 HTT-Q103 induced, cytoprotection, ATP luminescence, 40 h; Potency, µM (highest dose often 56.4 µM), without a hit: cytoprotection (ATP increase), hits mostly activators; hit rate 0.14% among 230,000;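 further: % of control where 0% means no effect; nearly all actives have a fitted effect of over 45% in size; toxic huntingtin expression switched on by the ecdysone agonist tebufenozide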
#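 Rat PC12, Q103 Htt exon1-GFP fusion, ecdysone promoter; tebufenozide inducer 100 nM final; compound titration; qHTS, 1500 cells/well; ATPlite luminescent read.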
# GoLoco inh red = inhibitors of human Gai1-RGS12 GoLoco interaction (red fluorophore) | hit rate 0.44% among 230,000 | AID 880 | Potency, µM (titrated, usually from 61.6 µM), without a hit: at the top dose activity, negative = inhibition, actives largely listed as inhibitors | Gai1:RGS12 GoLoco peptide FP, rhodamine, 10 min | P63096; active means well fitted inhibition curve with a large enough effect, not every such curve was filed as active; inactive means no such curve, though single readings can be large or run the other way; further: on the % scale 0 is the no-effect control and ±100 the full control effect; nearly all actives have a fitted effect of over 30% in size; many of its hits are not listed in these tables
# Target sequence (P63096 whole entry, looked up): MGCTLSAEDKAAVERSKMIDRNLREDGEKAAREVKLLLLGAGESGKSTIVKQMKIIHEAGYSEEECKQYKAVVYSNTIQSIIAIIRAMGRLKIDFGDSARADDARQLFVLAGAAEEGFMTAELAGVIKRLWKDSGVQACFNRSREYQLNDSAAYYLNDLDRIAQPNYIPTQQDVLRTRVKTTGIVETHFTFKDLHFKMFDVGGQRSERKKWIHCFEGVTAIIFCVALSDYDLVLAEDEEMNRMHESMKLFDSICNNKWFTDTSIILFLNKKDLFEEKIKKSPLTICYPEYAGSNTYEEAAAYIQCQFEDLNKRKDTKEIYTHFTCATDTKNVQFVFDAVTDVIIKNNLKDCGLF
# GAA inhib = blocks human lysosomal alpha-glucosidase | AID 1466 | purified human GAA, 4-MU-alpha-glucoside fluorescence | Potency, µM (top dose mostly 76.9 µM), inactives show at the highest dose activity change, negative = inhibition, usual class: inhibitors | hit rate 0.005% among 200,000;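 further: plate controls were uninhibited enzyme wells for no effect and no-enzyme background for full effect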
#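 Fluorescence at Ex 365/Em 440 nm from 4-methylumbelliferone reported enzyme activity after 20 min at room temperature. Reactions used 4 nM enzyme and 400 uM substrate at pH 5.0; curves fitted with the Hill equation.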
# GAA spleen mod = lysosomal alpha-glucosidase (human) modulation; P10253; human spleen homogenate, 4-MU-alpha-glucoside fluorescence; Potency, µM (titrated, usually from 79.9 µM), without a hit: at the top dose activity change, negative = inhibition, most hits filed as inhibitors; hit rate 0.006% among 240,000;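 further: 0% = enzyme with vehicle and -100% = no enzyme basal signal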
#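 Compounds were titrated against alpha-glucosidase in spleen homogenate at pH 5.0, with 1 mM 4-methylumbelliferyl substrate for 40 min at 37 C. Reactions were quenched with pH 10 NaOH/glycine and fluorescence measured.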
# IMPase Li inh = membrane-permeable IMPase blocker, potentiated with lithium; CHO-M1 cells, IP1 TR-FRET (IP-One), carbachol + lithium; Potency, µM (series often up to 59.4 µM), for inactives: at the highest dose activity, negative = IMPase inhibition, most hits filed as inhibitors; hit rate 0.35% among 210,000;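 further: IP1 builds up when IMPase is blocked and the TR-FRET signal falls; plate controls were basal vehicle for no effect and high inhibitor control for full effect; nearly all actives have a fitted effect of over 50% in size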
#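 Test compounds were applied to CHO-M1 cells previously cultured for 16–30 h at 2000 per well. A small lithium amount accompanied them; after 30 min at 37C, IP1 was quantified by TR-FRET.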
# GAA glycogen mod = inhibitors or activators of human alpha-glucosidase glycogen cleavage | P10253 | recombinant GAA, glycogen substrate, Amplex Red glucose oxidase fluorescence | Potency, µM (highest dose often 76.4 µM), without a hit: top-dose activity change, negative = inhibition, hits mostly inhibitors | hit rate 0.38% among 300,000;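 further: 0% = full enzyme reaction and -100% = no-enzyme basal signal; the screen sought inhibitors and activators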
#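 Recombinant enzyme (4 nM final) with compounds titrated up to 77 uM and bovine liver glycogen (30 ug) in citrate pH 5.0, 0.01% Tween-20, 37 C 40 min. Released glucose detected by Amplex Red/glucose oxidase (Ex 573/Em 610); AC50 from Hill fits.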
# Active calls of the source: *; ? = inconclusive; . = no result given; & = joins results of further samples; [ ] = another dose, or the depositor's remark. Unless noted, the call rests on the fitted dose curve; in most records, active means well fitted curve in the direction sought with a large enough effect; inconclusive means small, poorly fitted or top-dose-only effect, or another doubt; inactive means no such curve, though single readings can be large; an effect the other way counts as inactive or inconclusive. Potency means the concentration at half of the fitted maximal effect. Not all compounds are listed, so the mix of outcomes need not match the whole.
SMILES,HTT aggregate,HTT cytoprotect,GoLoco inh red,GAA inhib,GAA spleen mod,IMPase Li inh,GAA glycogen mod
O=S(=O)(c1cccs1)N1CN(Cc2ccc(Cl)cc2)c2nc3ccccc3nc21,2%,-13%,8%,8%,-11%,10%[38.3 µM],-9%
CC(=O)NS(=O)(=O)c1ccc(N2C(=O)c3ccccc3C2=O)cc1,27%,.,7%,-5%,-6%,-1%,-2%
CC(C)C(=O)NC(Nc1cccc([N+](=O)[O-])c1)C(Cl)(Cl)Cl (stereo not drawn),-5%[9.22 µM],28%[10 µM],14%,?,-4%,7%,-11%
O=C(Nc1ccc(Cl)c(Cl)c1)c1ccc(Cl)c(Cl)c1,33%[9.22 µM],30%[10 µM],5%,-6%,1%,.,5%
COc1ccc(/C=N/NC(=O)c2cccc(OC(F)(F)C(F)F)c2)cc1O,?,.,11%,1%,1%,4%,1%
C/C(=N\NC(=O)CCc1ccccc1)c1ccc(Br)cc1,1%,-31%[inhibitor],3%,1%,-16%,6%,-1%
CCN1CCN(C(=S)NCC(C)C)CC1,-4%,29%[10 µM],-9%,3%,-29%,-6%,13%
Cc1[nH]n(-c2ccccc2)c(=O)c1/C=N/Nc1nncc(-c2ccccc2)n1,?,-74%[inhibitor][10 µM],-5%,1%,0%,7%,1%
CC(C)Cn1c(SCC(=O)NC2CCCc3ccccc32)nc(O)cc1=O (stereo not drawn),-7%,-6%,2%,-3%,3%,4%[38.3 µM],-8%
CCc1ccc2c(CN3CCN(S(=O)(=O)c4cccs4)CC3)cc(=O)oc2c1,-11%,21%[1.9 µM],2%,-14%,-7%,12%,6%
CC(C)NC(=O)N1CC[C@@]2(CCCN(C(=O)Oc3ccccc3)C2)C1,.,?,13%,.,4%,4%,.
Cc1ccc(C2=NN(CC(=O)NCc3cccnc3)C(=O)CC2)cc1,-13%,-14%[10 µM],5%,-2%,2%,2%,19%
CCN(C(=S)NC(=O)c1ccccc1Br)C1CCCCC1,3%,.,5%,-9%,-5%,4%,1%
CC(C)(C)N1C(=O)c2ccc(C(=O)Nc3nccs3)cc2C1=O,-15%,-14%,3%,-5%,3%,0%[38.3 µM],6%
O=C1c2ccccc2C(=O)N1CN(C(=O)c1ccccc1[N+](=O)[O-])c1ccc(F)cc1,-4%,6%[10 µM],-3%,3%,-8%,8%,-3%
COc1ccc(C(=O)NCC(=O)N/N=C/C(C)=C/c2ccco2)cc1OC,-5%,.,-3%,-10%,4%,-7%,5%
COCC(C)NS(=O)(=O)c1ccccc1 (stereo not drawn),11%,-19%,14%,4%,7%,-6%,22%
O=C(NN1C(=O)c2ccccc2NC1c1ccccn1)c1ccccc1 (stereo not drawn),-5%,-3%[10 µM],1%,3%,-4%,-8%,1%
O=C(O)Cc1cc2ccccc2nc1C(=O)O,.,2%,-4%,.,2%,3%,.
CC1(N)CCC(C(C)(C)N)CC1 (stereo not drawn),.,11%,1%,.,-13%,5%,.
O=c1c2cc(Br)ccc2nc2n1CCCCC2,12%,-6%,-8%,-7%,2%,16%[38.3 µM],5%
Nc1ccc(C23CC4CC(CC(CO)(C4)C2)C3)cc1,14%,-128%[inhibitor],-3%,-11%,14%,-28%[38.3 µM],-14%
CCN(CC)S(=O)(=O)c1ccc(NC(=O)c2ccc(Sc3nncn3C)c([N+](=O)[O-])c2)cc1,27%,-1%[1.9 µM],-2%,-6%,-2%,5%,9%
CC(=O)c1ccc(S(=O)(=O)Nc2cccc(S(=O)(=O)NC3=NCCC3)c2)cc1,-10%,-15%[10 µM],7%,-6%,-4%,2%,-4%
O=C1CC(N2CCN(c3ccc(S(=O)(=O)N4CCOCC4)cc3)CC2)C(=O)N1Cc1ccccc1 (stereo not drawn),-21%,0%[0.074 µM],-9%,-8%,-19%,12%[38.3 µM],-2%
CN(C)CCOC(=O)CCCCCCCCC(=O)OCCN(C)C,2%[9.22 µM],-3%[10 µM],0%,5%,2%,.,9%
Cc1ccc(N(C(=O)c2ccc(Br)o2)C2C=CS(=O)(=O)C2)cc1 (stereo not drawn),-10%,0%,2%,-2%,0%,1%[38.3 µM],-10%
Cc1cc(C(=O)O)c(CCCN)s1,-5%,-11%,1%,-5%,-14%,5%[38.3 µM],2%
CNC(=O)c1ccccc1NC(=O)c1c(O)c2c([nH]c1=O)CCCC2,-8%,-21%,4%,-1%,-8%,23%[38.3 µM],2%
Nn1c(SCC(=O)Nc2ccc(F)cc2)nnc1-c1ccccn1,-4%,-20%,-14%,-15%,4%,7%[38.3 µM],17%
Cc1ccc2c(c1)CC[C@H]1CC(=O)CC[C@@]21C,.,-30%,74%[activator],.,-6%,3%,.
Cc1cc(-c2csc(N)n2)c(C)n1-c1ccccc1,17%,-42%[10 µM],110%[activator],3%,0%,7%,2%
O=C(Cc1ccccc1)N1CCN(c2ncccn2)CC1,20%,-37%[inhibitor],4%,8%,1%,-4%,3%
O=C(COC(=O)c1cccnc1Cl)NCc1ccco1,-6%,-15%,1%,5%,-15%,6%,7%
CN1C(=O)CSc2ccc(NC(=O)NCCC3=CCCCC3)cc21,-2%[9.22 µM],-12%,30%,-6%,-3%,7%[38.3 µM],-2%
CN(C)/C=C/c1c(C#N)c(=O)ncn1Cc1ccccc1,14%,0%[1.9 µM],-1%,?,-1%,0%[38.3 µM],-1%
Cc1ccccc1NC(=O)Cc1nnc(SCc2ccc(Cl)c(Cl)c2)n1C,0%,-14%[10 µM],-4%,-5%,1%,4%,1%
OC1=C(O)c2nc3cc(C(F)(F)F)ccc3nc21,1%[9.22 µM],7%[10 µM],3%,.,11%,.,-25%
CCCn1nnc2ccccc2c1=O,4%,12%,4%,1%,-15%,14%[38.3 µM],-2%
Cc1ccc(S(=O)(=O)N2CCOCC2)cc1NC(=O)CSc1nnc2cc(C)c3ccccc3n12,?,?,14%,0%,-2%,10%,-18%
CN(C)C(=O)CSc1nc2ccccc2n1Cc1ccccc1,16%,-3%[10 µM],-8%,5%,0%,0%,-13%
CCC(=O)Nc1ccc(C(=O)CN2CCC(C)CC2)cc1,15%,-3%,-6%,-2%,-4%,-4%,-12%
CCOC(=O)c1ccccc1NC(=O)CN(c1ccccc1OCC)S(C)(=O)=O,1%,-5%[10 µM],3%,1%,0%,-1%[38.3 µM],5%
CCCCOC(=O)C1=C(C)Nc2ncnn2C1c1cc(OC)ccc1OC (stereo not drawn),11%,-21%,-6%,-1%,-4%,-2%[38.3 µM],-11%
CCCn1c(C)nc2c(N3CCC(N4CCN(C)CC4)CC3)nc(C)nc21,.,18%,-3%,.,8%,-1%,.
COc1ccc(OC)c(NC(=O)Cn2c(CCC(=O)O)ccc2-c2cccs2)c1,12%,6%,-2%,0%,-4%,-4%[38.3 µM],0%
Cc1ccc(-c2nnc(SCC(=O)N/N=C/c3c(C)nn(-c4ccccc4)c3C)n2-c2ccccc2)cc1,?,42%[10 µM],93%[activator],-4%,-5%,13%,-2%
CCNc1nc(NC(C)C)nc(N(C#N)CCOc2ccccc2)n1,22µM*,-8%,-12%,?,-2%,39%[activator][38.3 µM],-10%
O=C(NCCn1ccc2ccccc21)c1ccc(S(=O)(=O)N2CCOCC2)cc1,?,9%,5%,-1%,-7%,16%[38.3 µM],-1%
CCCCNC(=S)N(C)/N=C/c1ccc(F)cc1,5%,-43%[10 µM],6%,-2%,-7%,-3%,-18%

# Additional structures
SMILES,HTT aggregate,HTT cytoprotect,GoLoco inh red,GAA inhib,GAA spleen mod,IMPase Li inh,GAA glycogen mod
O=C(c1ccc(Cl)cc1)N1CCC(O)(CSc2ccc(Cl)cc2Cl)CC1,10µM*,37%[10 µM],-6%,?,-5%,38%[activator][38.3 µM],-13%
O=C(Nc1cccc(O)c1)c1cc(-c2ccco2)on1,-6%,6%[10 µM],38%[activator],4%,-4%,19%[38.3 µM],3%
O=C1N(Cc2ccccc2)CCCC12CCCN(Cc1ccccc1)C2=O,4%,27%,-9%,-9%,3%,43%[activator][38.3 µM],-3%
CN1CCC2(CC1)N=C(c1ccc(F)cc1)C(=S)N2C(=O)c1ccc(C(C)(C)C)cc1,?,-14%[10 µM],.,0%,-7%,.,-3%
Cc1nc(C)n(CC(=O)c2ccc(Cl)cc2Cl)n1,-33%[9.22 µM],-38%[10 µM],5%,.,10%,.,2%
COC(=O)c1c(C(=O)OC)n(CCCN)c2ccc(C)cc12,2%,-18%[10 µM],-6%,-27%,-8%,11%[38.3 µM],-2%
CCN(C(=O)CSc1nc2cc(C(=O)OC)ccc2c(=O)n1Cc1ccco1)c1cccc(C)c1,?,-16%,29%,1%,0%,-57%[38.3 µM],-22%
COc1ccc(-c2[nH]ncc2CN(Cc2nccn2C)C(C)C)cc1F,4%[9.22 µM],-2%[10 µM],7%,3%,-2%,5%,7%
COC(=O)c1ccc(NC(=O)CN2CCN(S(=O)(=O)c3cc(Cl)ccc3OC)CC2)cc1,-2%,11%[10 µM],14%,4%,-3%,21%,-14%
CCC(=O)N/C=C/n1cnc2cc(C(F)(F)F)ccc21,-8%,2%,4%,3%,-3%,3%[38.3 µM],1%
CC(=O)c1cc(C#N)c(SCC(=O)O)nc1C,22%,-2%[10 µM],-9%,1%,1%,0%[38.3 µM],17%
CCOC(=O)C1CCN(C(=O)CNC(=O)OC(C)(C)C)CC1,2%,-13%[0.074 µM],9%,8%,1%,23%[38.3 µM],-5%
COC(=O)c1ccccc1NC(NC(=O)c1ccco1)C(=O)c1ccccc1 (stereo not drawn),0%,16%,2%,-13%,6%,-5%[38.3 µM],-3%
Cc1cccc(NC(=O)c2ccc(C3SCC(=O)N3CCc3ccccc3)cc2)c1C (stereo not drawn),?,-25%,4%,1%,4%,13%[38.3 µM],-1%
CCCCCCN(C(=O)CCCCCN1C(=O)NC(c2cccc([N+](=O)[O-])c2)C(C(=O)OCc2ccccc2)=C1C)C(C(=O)NCCCC)c1ccc(OCC(=O)OC)c(C(=O)OC)c1 (stereo not drawn),-2%[9.22 µM],-15%[10 µM],-1%&4%,.,4%&5%,-3%,-2%
COc1ccc(Oc2nnnn2-c2ccccc2)cc1,-1%,3%[10 µM],-6%,-5%,0%,-6%,-1%

# Compound activity as filed in PubChem.
